Assay outcomes deposited in PubChem BioAssay by several laboratories.
Lipid droplet – modulators of hepatic lipid droplet formation; AID 1656; inhibition, % at 6.5 µM; 240,000 compounds, 0.4% hits; AML12 mouse hepatocytes, oleate lipid droplets, BODIPY imaging;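 active = lipid droplet intensity inhibited by at least 50%, with more than 500 cells counted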
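Assay system: AML12 mouse liver cells | Compound dosing: One dose, 6.5 µM compound | Read-out basis: Droplet intensity reduction, % inhibition | Measured by: Fluorescence imaging, 20x objective, two fields per well | Schedule: Overnight treatment with compound plus oleate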
NTR1 ag – NTR1-driven beta-arrestin-GFP spot formation – imaging, U2OS cells, high content, primary screen (AID 493036); activation, % at 20 µM; 330,000 compounds, 0.17% hits; agonist mode; P30989;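 active = activation at or above 40% of the spot to cytoplasm intensity ratio, with at least 20 cells analyzed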;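 also: 0% = DMSO without peptide and 100% = 100 nM NTR1 peptide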
Target sequence (P30989 whole entry, looked up): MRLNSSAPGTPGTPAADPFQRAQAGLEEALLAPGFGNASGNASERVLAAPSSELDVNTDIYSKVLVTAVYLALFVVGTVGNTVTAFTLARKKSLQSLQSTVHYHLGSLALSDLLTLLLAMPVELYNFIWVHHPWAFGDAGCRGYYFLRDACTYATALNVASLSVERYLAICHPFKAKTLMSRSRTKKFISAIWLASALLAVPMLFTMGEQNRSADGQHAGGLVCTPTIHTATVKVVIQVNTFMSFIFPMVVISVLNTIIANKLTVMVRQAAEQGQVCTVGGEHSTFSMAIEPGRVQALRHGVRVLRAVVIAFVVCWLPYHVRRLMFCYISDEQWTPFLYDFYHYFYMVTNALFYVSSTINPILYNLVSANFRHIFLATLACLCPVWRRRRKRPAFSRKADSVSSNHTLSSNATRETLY
LYP inhibition – PTPN22 lymphoid phosphatase activity blockers – biochemical, fluorescence intensity, uHTS (AID 1779); inhibition, % at 11.5 µM; hits with a dose series show IC50 in µM; recombinant LYP phosphatase, fluorescence intensity; higher % means a stronger effect; 290,000 compounds, 0.054% hits; in the data active = inhibition above about 50%;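 also: plate controls were vehicle with enzyme for no effect and no enzyme for full effect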
GPR35 arrestin U2OS – inhibition of zaprinast-stimulated GPR35 beta-arrestin translocation – imaging, U2OS, beta-arrestin-GFP, zaprinast agonist, primary screen (AID 2058) | U2OS GPR35 beta-arrestin-GFP translocation imaging, zaprinast antagonism; higher % means a stronger effect | inhibition, % at 10 µM; hits with a dose series show IC50 in µM | 290,000 compounds, 0.052% hits;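 active = inhibition of at least 50% with at least 30 cells and total cytoplasm GFP at most 10,000,000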
GPR55 antagonists – inhibition of LPI-stimulated GPR55 beta-arrestin translocation – imaging, U2OS, beta-arrestin-GFP, LPI agonist, primary screen (AID 2013) | U2OS GPR55 beta-arrestin-GFP translocation imaging, LPI antagonism; higher % means a stronger effect | inhibition, % at 10 µM, or IC50 in µM where a hit was titrated | 290,000 compounds, 0.13% hits;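 active = spots per cell inhibited over 60%, with over 100 cells counted and total cytoplasm intensity under 500,000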;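 also: U2OS cells stably carrying GPR55 and arrestin-GFP stimulated by 5 µM LPI near EC80; imaged beta-arrestin-GFP aggregate spots per cell after agonist stimulation; plate controls were LPI-stimulated DMSO wells for no effect and DMSO wells without LPI for full effect; some results filed as inactive read as strong as hits; confirmed hits need IC50 under 10 µM and bright autofluorescent wells are also inconclusive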
Rac1 GTP hydrolysis – MgcRacGAP GTPase-activating activity inhibitors, confirmation, biochemical, ADP Hunter fluorescence; one-dose inhibition, % at 30 µM; IC50 in µM for titrated hits; AID 624330; 340,000 compounds, 0.6% hits; MgcRacGAP-stimulated Rac1 GTP hydrolysis, ADP Hunter fluorescence; higher % means a stronger effect; GST-tagged Rac1 F28L mutant substrate;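 active = first-screen hits whose inhibition reached a set limit at any dose in the follow-up dose series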;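 also: fluorescence reports GDP produced by GAP-driven GTP hydrolysis; strong numbers were not always called active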
GPR55 activation – selective activators of receptor GPR55 – imaging, U2OS cells, beta-arrestin-GFP redistribution, primary screen (AID 1961). U2OS GPR55 beta-arrestin-GFP redistribution imaging; higher % means a stronger effect. activation, % at 10 µM; hits with a dose series show EC50 in µM. 290,000 compounds, 0.048% hits;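 active = activation above 40% with more than 50 cells counted in the well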;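 also: U2OS osteosarcoma cells stably expressing GPR55 and beta-arrestin-GFP; plate controls were DMSO negative control for no effect and LPI positive control for full effect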
T cell modulator – T cell immune modulation candidate; 2C CD8+ T cell-vesicle binding, flow cytometry; hits give low values; calls only at 7 µM; 330,000 compounds, 0.068% hits; AID 2052;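 active = response, share of CD8 T cells binding vesicles, and their 90th percentile fluorescence all below set limits, cut at about 80% in these data, passing the limit was not always enough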
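Benchmarks: naked versus QL9-loaded vesicles / Assay system: purified 2C TCR transgenic mouse naive CD8+ T cells / Technique: high-throughput flow cytometry with anti-B7-1 and anti-CD8 staining / Timing: Cell–vesicle co-incubation 1.5 h at 37 °C, staining 20 min on ice / Read-out: percent CD8+ FL2 mean versus row control / Probe or stimulus: QL9-loaded Drosophila micro-vesicles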
SV40 large T antigen – TAg ATPase/helicase activity blockers – biochemical (AID 1903). 310,000 compounds, 0.39% hits. SV40 large T antigen ATPase/helicase inhibition assay; higher % means a stronger effect. one-dose inhibition, % at 20 µM; IC50 in µM for titrated hits; in the data active = a potency from the dose series; also: strong numbers were not always called active
Lipid droplet cells 6.5 µM – also measured in Lipid droplet; calls as there; cell count; measured here: cell count, cytotoxicity flag;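 cells counted across two imaged fields per well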
T cell modulator vesicle-bound % – recorded beside T cell modulator, whose call it bears; double positive events, %; measured here: CD8+ vesicle-bound cell fraction;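 binding gate set so that unloaded-vesicle control wells show 10% double positive cells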
NTR1 ag cell count 20 µM – recorded beside NTR1 ag, whose call it bears; cell count; measured here: cell count, cytotoxicity flag
The depositor's hits bear a star; i = inactive; · = not tested or not shown. Rows are unselected, and some 1.8% of all compounds hit somewhere here.

SMILES	LYP inhibition	Lipid droplet cells 6.5 µM	T cell modulator	Rac1 GTP hydrolysis	Lipid droplet	T cell modulator vesicle-bound %	SV40 large T antigen	NTR1 ag cell count 20 µM	NTR1 ag	GPR35 arrestin U2OS	GPR55 antagonists	GPR55 activation
Cc1ccc(OCCNC(=O)Cn2cnc3c(=O)n(C)c(=O)n(C)c32)cc1C	-1%	718	i	1%	15	56	20%	81	0.2	-12%	5%	-0.2%
O=C(CN(C(=O)C1COc2ccccc2O1)c1ccccc1)NCC1CCCO1 (centres undefined)	-7%	·	i	2%	·	39	2%	61	0.5	19%	1%	-0.2%
CC1CCCCN1S(=O)(=O)c1ccc(C(=O)Nc2nnc(C3CC3)o2)cc1 (centres undefined)	-10%	904	i	8%	5	65	6%	61	0.5	4%	1%	0.3%
O=C(O)CC1C(=O)NCCN1Cc1cccs1 (centres undefined)	-7%	706	i	1%	26	63	4%	84	-1.3	-9%	18%	0.1%
COc1ccc(NC(=O)CSc2nnc(Cn3cnc4ccccc43)o2)cc1	-11%	660	i	12%	4	6	10%	48	-0.3	-1%	4%	0.0%
Cc1ccc(SCc2cn3cc(Cl)ccc3n2)cc1	3%	698	i	-6%	2	8	14%	42	3.2	10%	-8%	0.3%
CCN(CC)S(=O)(=O)c1ccc(C)c(NC(=O)CNc2cccc(S(=O)(=O)N3CCCC3)c2)c1	·	·	i	4%	·	21	4%	47	-1.4	·	·	·
O=C(/C=C/Nc1ccc(S(=O)(=O)Nc2ncccn2)cc1)c1ccc(Cl)c(Cl)c1	0%	619	i	8%	15	5	3%	45	-0.2	-6%	-7%	-0.2%
COc1ccc(CC(=O)Nc2cccc(SC)c2)cc1	4%	743	i	9%	-4	49	3%	74	-0.6	9%	-8%	-0.2%
COc1cc2nc(CN(CCC(C)C)Cc3nc4cc(OC)c(OC)cc4c(=O)[nH]3)[nH]c(=O)c2cc1OC	8%	·	i	3%	·	45	4%	44	-1.0	7%	13%	-0.3%
CCOc1ccc(C(C)NC(=S)NC2CCCCC2)cc1OCC (centres undefined)	-4%	645	i	1%	-1	34	15%	43	-0.7	7%	8%	-0.3%
Cc1ccc(C(=O)N/C(=C/c2cccc([N+](=O)[O-])c2)C(=O)NCC2CCCO2)cc1 (centres undefined)	-4%	687	i	5%	-21	47	2%	75	0.3	-13%	4%	-0.3%
COC(=O)CSC1=C(C#N)C(c2ccc(C)cc2)C2=C(CCCC2=O)N1 (centres undefined)	6%	·	i	16%	·	49	9%	43	2.2	-12%	-2%	0.0%
Cc1cc(C)c2cc(CN(CCCO)S(=O)(=O)c3ccccc3F)c(=O)[nH]c2c1	-9%	797	i	5%	-20	55	2%	48	2.9	6%	1%	-0.2%
O=C(C[C@@H]1NS(=O)(=O)OC2CCCCC21)c1ccccc1 (some centres undefined)	-8%	768	i	0%	6	15	7%	91	1.1	-1%	-7%	0.0%
O=C(CC1C(=O)NCCN1C(=O)Nc1ccccc1)Nc1cccc(C(F)(F)F)c1 (centres undefined)	-4%	717	i	-2%	-3	16	13%	66	-1.3	-4%	9%	-0.2%
O=c1cc(O)c2c(=O)n(-c3ccccc3)c3c(c2o1)CCCCCC3	-6%	632	i	4%	12	12	32%	41	1.0	10%	11%	0.0%

Among those listed so far, two contain fluorine:
SMILES	LYP inhibition	Lipid droplet cells 6.5 µM	T cell modulator	Rac1 GTP hydrolysis	Lipid droplet	T cell modulator vesicle-bound %	SV40 large T antigen	NTR1 ag cell count 20 µM	NTR1 ag	GPR35 arrestin U2OS	GPR55 antagonists	GPR55 activation
Cc1cc(C)c2cc(CN(CCCO)S(=O)(=O)c3ccccc3F)c(=O)[nH]c2c1	-9%	797	i	5%	-20	55	2%	48	2.9	6%	1%	-0.2%
O=C(CC1C(=O)NCCN1C(=O)Nc1ccccc1)Nc1cccc(C(F)(F)F)c1 (centres undefined)	-4%	717	i	-2%	-3	16	13%	66	-1.3	-4%	9%	-0.2%

Structural class: the compounds so far containing a carbonyl joined to an NH by a bond outside any ring
SMILES	LYP inhibition	Lipid droplet cells 6.5 µM	T cell modulator	Rac1 GTP hydrolysis	Lipid droplet	T cell modulator vesicle-bound %	SV40 large T antigen	NTR1 ag cell count 20 µM	NTR1 ag	GPR35 arrestin U2OS	GPR55 antagonists	GPR55 activation
Cc1ccc(OCCNC(=O)Cn2cnc3c(=O)n(C)c(=O)n(C)c32)cc1C	-1%	718	i	1%	15	56	20%	81	0.2	-12%	5%	-0.2%
O=C(CN(C(=O)C1COc2ccccc2O1)c1ccccc1)NCC1CCCO1 (centres undefined)	-7%	·	i	2%	·	39	2%	61	0.5	19%	1%	-0.2%
CC1CCCCN1S(=O)(=O)c1ccc(C(=O)Nc2nnc(C3CC3)o2)cc1 (centres undefined)	-10%	904	i	8%	5	65	6%	61	0.5	4%	1%	0.3%
COc1ccc(NC(=O)CSc2nnc(Cn3cnc4ccccc43)o2)cc1	-11%	660	i	12%	4	6	10%	48	-0.3	-1%	4%	0.0%
CCN(CC)S(=O)(=O)c1ccc(C)c(NC(=O)CNc2cccc(S(=O)(=O)N3CCCC3)c2)c1	·	·	i	4%	·	21	4%	47	-1.4	·	·	·
COc1ccc(CC(=O)Nc2cccc(SC)c2)cc1	4%	743	i	9%	-4	49	3%	74	-0.6	9%	-8%	-0.2%
Cc1ccc(C(=O)N/C(=C/c2cccc([N+](=O)[O-])c2)C(=O)NCC2CCCO2)cc1 (centres undefined)	-4%	687	i	5%	-21	47	2%	75	0.3	-13%	4%	-0.3%
O=C(CC1C(=O)NCCN1C(=O)Nc1ccccc1)Nc1cccc(C(F)(F)F)c1 (centres undefined)	-4%	717	i	-2%	-3	16	13%	66	-1.3	-4%	9%	-0.2%
